GPR7 antag: human neuropeptides B/W receptor 1 antagonism; GPR7-expressing cells, fluorescence antagonist assay; hit rate 1.1% among 290,000; P48145; inhibition, % at 4.4 µM; in the data active means inhibition above about 16%, passing the limit was not always enough;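 further: cells stimulated with the agonist NPW; 0% = agonist with vehicle and 100% = vehicle without agonist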
Target sequence (P48145 whole entry, looked up): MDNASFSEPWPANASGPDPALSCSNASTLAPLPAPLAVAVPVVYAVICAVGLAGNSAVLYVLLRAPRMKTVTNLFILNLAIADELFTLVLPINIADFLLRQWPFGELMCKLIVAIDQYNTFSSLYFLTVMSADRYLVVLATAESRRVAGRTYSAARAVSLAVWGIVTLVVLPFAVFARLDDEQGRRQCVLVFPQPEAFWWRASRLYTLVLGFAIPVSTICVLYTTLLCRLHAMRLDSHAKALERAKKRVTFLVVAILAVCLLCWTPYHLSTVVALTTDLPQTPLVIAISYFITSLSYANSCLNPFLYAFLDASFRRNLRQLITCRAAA
M18AAP inhibitor: PfM18AAP enzyme inhibition; recombinant PfM18AAP, H-Glu-NHMec fluorogenic cleavage; inhibition, % at 7.35 µM; hit rate 1.2% among 290,000; AID 1822;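 active means inhibition above the campaign mean inhibition over all tested compounds plus 3 SD, cut at about 28% in these data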;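 further: 0% = plate median of test compound wells and 100% = 2 mM ZnCl2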
GalR3 antag: blocks the human galanin receptor 3 | O60755 | HEK293 GalR3-CNG cAMP membrane potential fluorescence; galR3 body fused to GalR1 C-terminus | inhibition, % at 3 µM | hit rate 0.44% among 360,000;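 active means inhibition above the screen-wide average plus 3 SD, cut at about 13% in these data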;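 further: forskolin and galanin both at EC90 stimulate the cells; cAMP rise reported by CNG channel membrane potential dye signal; 0% = forskolin plus galanin with DMSO and 100% = forskolin alone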
Target sequence (O60755 1-299 limits assumed): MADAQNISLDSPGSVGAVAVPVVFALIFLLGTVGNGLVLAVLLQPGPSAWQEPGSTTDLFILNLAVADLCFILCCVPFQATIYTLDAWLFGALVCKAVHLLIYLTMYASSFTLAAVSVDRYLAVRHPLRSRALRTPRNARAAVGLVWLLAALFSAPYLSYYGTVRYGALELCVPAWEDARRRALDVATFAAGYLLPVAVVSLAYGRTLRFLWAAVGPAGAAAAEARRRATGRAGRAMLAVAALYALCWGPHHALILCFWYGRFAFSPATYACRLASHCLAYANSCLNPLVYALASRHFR
OXTR potentiate: human OXTR potentiation; AID 2445; activation, % at 3 µM; CHO-OTR cells, Fluo-8 calcium fluorescence, potentiator mode; 0% = oxytocin EC15, 100% = EC100; hit rate 0.061% among 320,000; P30559;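 active means activation above that plate's cutoff, the mean activation of tested compounds plus 3 SD, cut at about 6.6% in these data, passing the limit was not always enough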;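 further: 100% uses oxytocin at 75 nM as the full agonist control; some results filed as inactive read as strong as hits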
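Measured by – Fluo-8 calcium dye fluorescence · Test system – human OTR in CHO cells · Dosing – one concentration, 3.0 µM compound · Controls – EC15 oxytocin alone as 0%, 75 nM oxytocin as 100% · Evaluation – normalized max/min fluorescence ratio, % activation · Timing – 6 min pre-incubation, 100 s read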
MEKK2 WT-MEK5: raises or lowers MEK5 binding to wildtype human MEKK2 PB1 domain. Q9Y2U5. bead flow cytometry, Alexa488-MEK5 binding to MEKK2 WT; actives lie on both sides. AID 1531. binding response (% of control), % at 10 µM. hit rate 1.1% among 290,000; in the data active means binding response below about 67% or above about 130%; inconclusive means no clear call, values can overlap the other calls; inactive means in between
MEKK2 mut-MEK5: signal of MEK5 binding to mutant human MEKK2 PB1 domain; AID 1530; hit rate 0.35% among 290,000; bead flow cytometry, Alexa488-MEK5 binding to MEKK2 mutant; percent response, % at 10 µM; in the data active means percent response above about 24%, passing the limit was not always enough; further: inactives centre near 1; some results filed as inactive read as strong as hits
V1aR counter: V1a receptor agonism, counter-screen for OXTR agonists; activation, % at 3 µM; P37288; hit rate 0.25% among 320,000; CHO-V1R cells, Fluo-8 calcium fluorescence, agonist mode; 0% DMSO, 100% 3 nM vasopressin;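 active means activation above the mean activation of all tested compounds plus 3 SD, per screening run, cut at about 20% in these data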;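 further: signal is peak over basal fluorescence ratio across a 100 second FLIPR read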
Target sequence (P37288 whole entry, looked up): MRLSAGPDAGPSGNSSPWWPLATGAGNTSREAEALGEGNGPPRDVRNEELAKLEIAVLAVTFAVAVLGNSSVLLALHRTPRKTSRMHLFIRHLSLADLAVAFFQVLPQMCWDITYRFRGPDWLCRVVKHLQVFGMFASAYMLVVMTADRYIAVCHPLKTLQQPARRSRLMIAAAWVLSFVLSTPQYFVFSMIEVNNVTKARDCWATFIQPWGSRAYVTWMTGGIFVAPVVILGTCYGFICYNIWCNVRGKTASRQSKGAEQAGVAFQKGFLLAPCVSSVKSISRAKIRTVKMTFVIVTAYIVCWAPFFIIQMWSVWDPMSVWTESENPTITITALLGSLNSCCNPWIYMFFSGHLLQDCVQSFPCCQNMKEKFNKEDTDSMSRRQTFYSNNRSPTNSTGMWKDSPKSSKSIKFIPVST
NALP1 inh: inhibitors of NALP1 inflammasome in yeast | S. cerevisiae NALP1/ASC/caspase-1 growth, X-gal OD620, 72 h | inhibition, % at 10 µM | hit rate 0.61% among 280,000 | AID 2071; in the data active means inhibition mostly above about 24%, no sharp cut-off; inactive means mostly below about 32%; further: some compounds called inactive have numbers as strong as hits
OXTR agonist: agonists of human oxytocin receptor; P30559; CHO-OTR cells, Fluo-8 calcium fluorescence; normalized: DMSO 0%, oxytocin 100%; activation, % at 3 µM; hit rate 0.32% among 320,000;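 active means activation above the mean of all tested compounds plus 3 SD, cutoff set per screening run, cut at about 20% in these data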;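 further: peak over basal fluorescence ratio from a 100 s FLIPR kinetic read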
An asterisk follows results filed as active; u = inconclusive; x = not tested or not shown. Outcome played no part in choosing rows; any-hit rate near 4.1%.

SMILES | GPR7 antag | M18AAP inhibitor | GalR3 antag | OXTR potentiate | MEKK2 WT-MEK5 | MEKK2 mut-MEK5 | V1aR counter | NALP1 inh | OXTR agonist
Cc1sc2nc(N)sc2c1C | -11 | 6 | -4 | 6 | 97 | -6 | -0.7 | -12 | -0.5
COc1ccc(OCc2ccc(C(=O)NN)cc2)cc1 | -2 | 8 | 5 | -3 | 97 | 1 | 0.7 | -10 | 1.1
Cc1ccc(-c2ccc(C(=O)NCc3ccc(Cl)cc3)o2)c2ccccc12 | -7 | -13 | 0 | -8 | 88 | -5 | -0.7 | 20 | -1.3
COc1cc(OC)c(-c2nnc3n(CCc4ccccc4)c(=O)c4ccccc4n23)cc1OC | -11 | 6 | -2 | -3 | 107 | 0 | 3.0 | 27 | 2.1
Cc1ccc(SCc2nc3ncccn3c2Br)cc1 | 0 | -10 | 1 | -9 | 91 | -6 | 0.0 | 28 | -0.5
O=C(c1ccc2nc(Cc3cccc(Cl)c3)oc2c1)N1CCOCC1 | 0 | 4 | -1 | -11 | 98 | 4 | -0.2 | 6 | -0.9
COc1cccc2cc(CC(=O)c3ccc(C)c(C)c3)c(=O)oc12 | -13 | -5 | -11 | -3 | 103 | 3 | 1.9 | 6 | -0.3
CC(C)(C(N)=O)N1CCN(c2ncc(C(F)(F)F)cc2Cl)CC1 | 1 | -16 | -5 | -17 | 105 | 15 | 9.3 | 4 | 5.2
Clc1cccc(N2CCN(Cc3nc(-c4ccccc4)no3)CC2)c1 | 12 | -8 | -2 | 2 | u | -58 | -0.1 | 32 | -1.6
CC(=O)c1cccc(NC(=O)Nc2nc(C)cc(C)n2)c1 | -6 | -6 | 2 | -9 | 104 | 2 | -0.2 | 8 | 0.5
O=C(O)c1ccc(-c2ccc(-c3ccccc3)cc2)s1 | 9 | 2 | x | -7 | 99 | 1 | 0.5 | 28 | -0.9
Cc1cc(C)n(S(=O)(=O)c2cccc([N+](=O)[O-])c2)n1 | -14 | 4 | -3 | x | 111 | 8 | x | 9 | x
CCOC(=O)C1(O)CC(C)=NN1C(=O)c1cccc(Br)c1 (configuration not stated) | -6 | -4 | -5 | -8 | 100 | 5 | 0.1 | -21 | -0.2
COc1ccc(NC(=O)CSc2nnc(NC(=O)C3CCC3)s2)c(OC)c1 | -3 | -2 | -1 | -2 | 97 | 1 | 0.8 | 5 | 0.7
C#CCOCCOCCOCCNc1nc(N2CCOCC2)nc(N2CCN(C(=O)CCCCCCCCCCNC(=O)[C@@H](CCSC)n3cc(CCO)nn3)CC2)n1 | x | x | -2 | -7 | x | x | -0.5 | x | -0.6
COC(=O)[C@]12C(=O)NC[C@H](CN1c1ccc(C(F)(F)F)cc1)N2C | x | x | -4 | 2 | x | x | 0.9 | x | 0.2
Cc1cccn2c(=O)nc(SCC(=O)N3CCCC3)nc12 | x | x | -3 | -3 | x | x | 0.4 | x | 0.4
Cc1cc(Br)ccc1OCCN1CCCC1 | -3 | 2 | -11 | -2 | 99 | -1 | 1.5 | 12 | 2.7
Cc1ccc(NC(=O)CC(NC(=O)c2ccccc2Cl)c2ccccc2)nc1 (configuration not stated) | x | x | -2 | -5 | x | x | 0.8 | x | 0.2
COc1cc(/C=N/n2cnc3c(sc4nc(C)cc(C)c43)c2=O)ccc1O | -15 | -2 | x | -5 | 95 | 5 | 0.5 | x | 0.3
CCn1ccnc1[C@@H]1C[C@H]2CN(Cc3cccc(Cl)c3)C(=O)[C@]23CCCN13 | 1 | 0 | -8 | -12 | 97 | -11 | -1.2 | 3 | -1.2
Cc1cc(C(=O)OCC(=O)Nc2ncc(C(F)(F)F)cc2Cl)c(C)o1 | -13 | 0 | 2 | 0 | 105 | 5 | -0.8 | 8 | -1.9
COC(=O)c1c(NC(=O)CCC(=O)O)sc(Cc2ccccc2)c1C | -14 | 0 | 1 | 2 | 91 | -3 | 8.0 | x | 0.6
Cc1nc2c(-c3ccccc3)c(C)nn2c(C)c1CCC(=O)NC(C)CCc1ccco1 (configuration not stated) | -8 | -8 | -1 | -2 | 110 | 13 | -1.0 | 0 | -1.4
COc1ccc(NC(=O)Cn2nnc(C(=O)Nc3ccc(F)c(Cl)c3)c2N)cc1 | 1 | -7 | -6 | -5 | 101 | 0 | 1.0 | 27 | 0.2
More records:
SMILES | GPR7 antag | M18AAP inhibitor | GalR3 antag | OXTR potentiate | MEKK2 WT-MEK5 | MEKK2 mut-MEK5 | V1aR counter | NALP1 inh | OXTR agonist
COc1ccc(C(=O)NCc2c(C)nn(Cc3ccccc3)c2C)cc1S(=O)(=O)N1CCOCC1 | x | x | -7 | -3 | x | x | 0.1 | x | -0.4
CCCCCN(C(=O)CCC(=O)OCc1ccc(C(C)(C)C)cc1)c1c(N)n(CCCC)c(=O)[nH]c1=O | 17 | -2 | -5 | -7 | 96 | 3 | -1.6 | -6 | -0.8
C=CCNC(=S)N1CCN(Cc2ccccc2)CC1 | -6 | 2 | -7 | -4 | 100 | -4 | 1.0 | -10 | 0.3
O=C(OCC(=O)N1CCN(c2ccccc2)CC1)c1ccc2ncsc2c1 | -8 | 12 | -5 | -6 | 98 | 0 | 0.7 | 10 | 1.3
COc1ccc(CCNC(=O)C2CC(=O)N(c3ccc(C)cc3)C2)cc1 (configuration not stated) | -5 | -9 | 0 | 3 | 100 | -2 | 1.4 | 21 | 0.3
CCCCN(C(=O)c1cnccn1)c1c(N)n(CCC)c(=O)[nH]c1=O | x | x | -5 | 4 | x | x | 2.2 | x | 2.2
Cc1cc(NC(=O)C23CC4CC(CC(C4)C2)C3)n[nH]1 | -11 | 1 | -5 | -3 | 102 | 2 | 0.7 | -15 | -0.2
CCn1c(SCC(=O)Nc2cccc(S(=O)(=O)N(C)c3ccccc3)c2)nnc1C1CC1 | x | x | -1 | -12 | x | x | 3.8 | x | 1.7
COc1cccc(NC(=O)CSc2nc3ccccc3nc2N2CCCC2)c1 | 0 | 3 | x | -4 | 81 | -7 | -0.4 | 22 | -1.4
CC(C)(C)OC(=O)N1CC(O)CC1C(=O)OCC(=O)c1ccc(-c2ccccc2)cc1 (configuration not stated) | -5 | -1 | 1 | -8 | 95 | 1 | 0.9 | -7 | -0.3
O=C1c2ccccc2C(=O)N1Cc1ccccc1F | 2 | 0 | -7 | -11 | 101 | 0 | -0.5 | 1 | -0.8
Cc1ccc(-n2c(SCC(=O)Nc3cccc(S(=O)(=O)NC4=NCCCCC4)c3)nc3ccccc3c2=O)cc1 | -6 | -1 | -4 | -4 | 109 | 16 | 2.1 | 33 | 1.0
O=C(c1ccco1)N1CCN(S(=O)(=O)c2ccc3[nH]c(=O)oc3c2)CC1 | -18 | 4 | -3 | -4 | 100 | 1 | 0.7 | 4 | 0.6
COc1ccc(-c2cc3c(=O)n(CC(=O)Nc4ccc(Cl)cc4)nc(C)n3n2)cc1 | -3 | -7 | 1 | -2 | 101 | 1 | -0.1 | 13 | 0.5
COCCCNC(=S)NNC(=O)C(O)(c1ccccc1)c1ccccc1 | -12 | 13 | 2 | -8 | 95 | -5 | 0.5 | -21 | 0.2
CCCCC(Sc1nc(N)c(NC(=O)c2ccc(OCC)cc2)c(=O)[nH]1)C(=O)O (configuration not stated) | -7 | -1 | -3 | -1 | 91 | -8 | -0.7 | 16 | 0.8
Cc1ccc(C(=O)NNC(=O)c2cccc(S(=O)(=O)N3CCN(c4ccccc4)CC3)c2)cc1 | 0 | 2 | -5 | -2 | 100 | -2 | -0.7 | 24 | 0.5
Cc1ccc(C)c(C(=O)CSc2nc(N)cc(=O)[nH]2)c1 | 4 | -5 | -10 | 0 | 100 | -2 | 1.6 | 18 | 0.6
COc1cc(NC(=O)C2CC2C)c(C(=O)O)cc1OC (configuration not stated) | 5 | -33 | -4 | -5 | 104 | 1 | -0.1 | -9 | 0.3
Cn1cccc1Cc1nnc(SCC(=O)Nc2ccc(Cl)cc2)n1-c1ccc(F)cc1 | 7 | -3 | -2 | 4 | 83 | -6 | -0.4 | 21 | -1.5
COc1ccc(Cc2nc(-c3ccccn3)no2)cc1OC | -2 | 0 | 0 | -16 | 96 | -1 | 1.8 | 36 | 2.8
CC1(C)CC(=O)C2=C(C1)OC(N)=C(C#N)C2c1ccc[nH]1 (configuration not stated) | -3 | 16 | -3 | -1 | 96 | -9 | 1.3 | 15 | -0.2
O=C(CCc1ccccc1)Nc1ccccc1C(=O)NCc1ccco1 | -1 | -5 | -1 | 0 | 103 | 3 | -1.0 | -58 | -2.1
COc1ccc(NCN2C(=O)CCC2=O)cc1 | -1 | 6 | -4 | -1 | 105 | 5 | 0.8 | -12 | 0.7
CC(O)[C@H]1CN=C(N)N1CC(C)(C)C (some centres not stated) | x | x | 4 | -4 | 107 | 4 | 0.7 | x | -0.1

One compound at a time, as listed above. Values in the order: GPR7 antag	M18AAP inhibitor	GalR3 antag	OXTR potentiate	MEKK2 WT-MEK5	MEKK2 mut-MEK5	V1aR counter	NALP1 inh	OXTR agonist
`O=C1c2ccccc2C(=O)N1Cc1ccccc1F` in the list: 2	0	-7	-11	101	0	-0.5	1	-0.8
`CCCCCN(C(=O)CCC(=O)OCc1ccc(C(C)(C)C)cc1)c1c(N)n(CCCC)c(=O)[nH]c1=O` in the list: 17	-2	-5	-7	96	3	-1.6	-6	-0.8

Other structures.
SMILES | GPR7 antag | M18AAP inhibitor | GalR3 antag | OXTR potentiate | MEKK2 WT-MEK5 | MEKK2 mut-MEK5 | V1aR counter | NALP1 inh | OXTR agonist
CCCCSc1nc(C)cc(NC(=S)Nc2ccc(OC)cc2)n1 | -14 | -3 | -6 | -6 | 107 | 2 | 1.1 | -16 | 0.0
CCCCCC1CC(/C(C)=N/NC(N)=O)OC1=O (configuration not stated) | 3 | 3 | -4 | -6 | 96 | 1 | -0.7 | 6 | -0.8
Cc1cc(C)n2cc(CSc3nnnn3-c3ccccc3C)nc2n1 | -8 | -6 | -8 | -10 | 110 | 12 | 0.8 | -7 | 3.5
CC(C)(C)NCC(O)c1cc(O)cc(O)c1 (configuration not stated) | 0 | -7 | 10 | -3 | 96 | 2 | 0.7 | 32 | -0.3
O=C(Oc1cc(-c2ccccc2)no1)c1ccc(Cl)cc1 | -4 | 21 | 6 | -1 | 81 | -15 | 1.1 | 1 | 2.4
CC(C)(C)Oc1ccccc1Nc1nc(NCCO)nc(N2CCCC2)n1 | x | x | -3 | -3 | 103 | 2 | -0.5 | x | -1.6
C=CCc1ccc(OCCOc2cccc3cccnc23)c(OC)c1 | 2 | -14 | -1 | -8 | 96 | -3 | 2.5 | 41 | 0.9
Cc1ccc([N+](=O)[O-])cc1S(=O)(=O)Nc1ccc(C(=O)NCc2ccccn2)cc1 | x | x | -5 | -3 | x | x | -1.6 | x | -0.8
COc1ccccc1OCC(=O)NN1Cc2ccccc2C1=N | -9 | 7 | -5 | -14 | 95 | -3 | 0.9 | 13 | -0.6
Cc1cnc(NC(=O)c2c(O)c3cccc4c3n(c2=O)CCC4)s1 | -16 | -2 | x | x | 104 | 2 | x | 9 | x
O=C1N(C2CCCC2)C[C@@H]2C[C@@H](c3cccn3-c3nccs3)N3CCC[C@@]123 | -4 | -1 | -5 | -6 | 89 | -8 | 0.3 | -1 | -0.8
Fc1ccc(Br)cc1C1C=C(c2ccc(Br)cc2)Nc2ncnn21 (configuration not stated) | 6 | 6 | -2 | -8 | 96 | 4 | 0.6 | -17 | -0.9
COCCNC(=O)/C(C#N)=C/c1ccc(-c2ccc(OC)cc2[N+](=O)[O-])o1 | -7 | -1 | 2 | -8 | 103 | 8 | -1.1 | 2 | -2.2
